# Assay outcomes from PubChem BioAssay.
# MT1-MMP act inh – MT1-MMP (human) activation inhibition | P50281 | GFP/RFP ratio change, % at 20 µM | 360,000 compounds, 0.061% hits | HT1080 RFP-PRO-GFP cells, GFP/RFP ratio fluorescence, overnight; percent of plate control window, DMSO zero | AID 651647;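 active means GFP/RFP ratio change of at least 30% with cell ATP level not reduced by more than half and red fluorescence within 50% of control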; further: strong numbers were not always called active
#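 Assay system: HT1080 cells carrying an RFP-PRO-GFP reporter | Dosing: Single dose of 20 µM compound, 1% DMSO final | Incubation: Cells overnight before dosing, compound overnight, 37 °C, 5% CO2 | Evaluation: GFP/RFP fluorescence ratio | Control set: DMSO and RFP-L50D-GFP cell wells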
# Rin1-Abl PPI inh – blocks binding of human Rin1 to Abl. P00519+Q13671. TR-FRET Rin1/Abl binding, biochemical. inhibition, % at 7.35 µM. 360,000 compounds, 0.4% hits. AID 588664; in the data active means inhibition above about 5%, passing the limit was not always enough
# MsrA inhibitor – bovine MsrA inhibition; purified bovine MsrA, absorbance read-out; inhibition, % at 15.5 µM; 360,000 compounds, 0.75% hits; AID 651718; in the data active means inhibition above about 4.5%;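 further: 0% = vehicle wells with enzyme and 100% = reference inhibitor wells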
# PABP1 MLLE inh – blocks PAM2 peptide binding to the PABP1 MLLE domain. GST-MLLE / FITC-PAM2 fluorescence polarization. inhibition, % at 20 µM. 360,000 compounds, 0.36% hits. AID 588489; in the data active means inhibition above about 35%, passing the limit was not always enough;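 further: plate controls were DMSO wells with GST-MLLE for no effect and wells lacking GST-MLLE protein for full effect; some results filed as inactive read as strong as hits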
# bovine MsrA act – bovine methionine sulfoxide reductase A activation | AID 602163 | 360,000 compounds, 0.3% hits | purified bovine MsrA, absorbance read-out | activation, % at 10.6 µM; in the data active means activation above about 7.5%;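 further: 0% = vehicle and 100% = reference activator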
# FAS-TE inh – blocks the thioesterase domain of human fatty acid synthase. recombinant FAS-TE, OMFH fluorogenic substrate, fluorescence endpoint. inhibition, % at 15 µM. 360,000 compounds, 0.67% hits. AID 602261;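 active means compounds whose normalised, plate-corrected inhibition of enzyme fluorescence in the single-dose primary screen is 50% or more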;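 further: 0% = DMSO with enzyme and 100% = substrate without enzyme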
# Target sequence (P49327 whole entry, looked up, the tested form may be a part): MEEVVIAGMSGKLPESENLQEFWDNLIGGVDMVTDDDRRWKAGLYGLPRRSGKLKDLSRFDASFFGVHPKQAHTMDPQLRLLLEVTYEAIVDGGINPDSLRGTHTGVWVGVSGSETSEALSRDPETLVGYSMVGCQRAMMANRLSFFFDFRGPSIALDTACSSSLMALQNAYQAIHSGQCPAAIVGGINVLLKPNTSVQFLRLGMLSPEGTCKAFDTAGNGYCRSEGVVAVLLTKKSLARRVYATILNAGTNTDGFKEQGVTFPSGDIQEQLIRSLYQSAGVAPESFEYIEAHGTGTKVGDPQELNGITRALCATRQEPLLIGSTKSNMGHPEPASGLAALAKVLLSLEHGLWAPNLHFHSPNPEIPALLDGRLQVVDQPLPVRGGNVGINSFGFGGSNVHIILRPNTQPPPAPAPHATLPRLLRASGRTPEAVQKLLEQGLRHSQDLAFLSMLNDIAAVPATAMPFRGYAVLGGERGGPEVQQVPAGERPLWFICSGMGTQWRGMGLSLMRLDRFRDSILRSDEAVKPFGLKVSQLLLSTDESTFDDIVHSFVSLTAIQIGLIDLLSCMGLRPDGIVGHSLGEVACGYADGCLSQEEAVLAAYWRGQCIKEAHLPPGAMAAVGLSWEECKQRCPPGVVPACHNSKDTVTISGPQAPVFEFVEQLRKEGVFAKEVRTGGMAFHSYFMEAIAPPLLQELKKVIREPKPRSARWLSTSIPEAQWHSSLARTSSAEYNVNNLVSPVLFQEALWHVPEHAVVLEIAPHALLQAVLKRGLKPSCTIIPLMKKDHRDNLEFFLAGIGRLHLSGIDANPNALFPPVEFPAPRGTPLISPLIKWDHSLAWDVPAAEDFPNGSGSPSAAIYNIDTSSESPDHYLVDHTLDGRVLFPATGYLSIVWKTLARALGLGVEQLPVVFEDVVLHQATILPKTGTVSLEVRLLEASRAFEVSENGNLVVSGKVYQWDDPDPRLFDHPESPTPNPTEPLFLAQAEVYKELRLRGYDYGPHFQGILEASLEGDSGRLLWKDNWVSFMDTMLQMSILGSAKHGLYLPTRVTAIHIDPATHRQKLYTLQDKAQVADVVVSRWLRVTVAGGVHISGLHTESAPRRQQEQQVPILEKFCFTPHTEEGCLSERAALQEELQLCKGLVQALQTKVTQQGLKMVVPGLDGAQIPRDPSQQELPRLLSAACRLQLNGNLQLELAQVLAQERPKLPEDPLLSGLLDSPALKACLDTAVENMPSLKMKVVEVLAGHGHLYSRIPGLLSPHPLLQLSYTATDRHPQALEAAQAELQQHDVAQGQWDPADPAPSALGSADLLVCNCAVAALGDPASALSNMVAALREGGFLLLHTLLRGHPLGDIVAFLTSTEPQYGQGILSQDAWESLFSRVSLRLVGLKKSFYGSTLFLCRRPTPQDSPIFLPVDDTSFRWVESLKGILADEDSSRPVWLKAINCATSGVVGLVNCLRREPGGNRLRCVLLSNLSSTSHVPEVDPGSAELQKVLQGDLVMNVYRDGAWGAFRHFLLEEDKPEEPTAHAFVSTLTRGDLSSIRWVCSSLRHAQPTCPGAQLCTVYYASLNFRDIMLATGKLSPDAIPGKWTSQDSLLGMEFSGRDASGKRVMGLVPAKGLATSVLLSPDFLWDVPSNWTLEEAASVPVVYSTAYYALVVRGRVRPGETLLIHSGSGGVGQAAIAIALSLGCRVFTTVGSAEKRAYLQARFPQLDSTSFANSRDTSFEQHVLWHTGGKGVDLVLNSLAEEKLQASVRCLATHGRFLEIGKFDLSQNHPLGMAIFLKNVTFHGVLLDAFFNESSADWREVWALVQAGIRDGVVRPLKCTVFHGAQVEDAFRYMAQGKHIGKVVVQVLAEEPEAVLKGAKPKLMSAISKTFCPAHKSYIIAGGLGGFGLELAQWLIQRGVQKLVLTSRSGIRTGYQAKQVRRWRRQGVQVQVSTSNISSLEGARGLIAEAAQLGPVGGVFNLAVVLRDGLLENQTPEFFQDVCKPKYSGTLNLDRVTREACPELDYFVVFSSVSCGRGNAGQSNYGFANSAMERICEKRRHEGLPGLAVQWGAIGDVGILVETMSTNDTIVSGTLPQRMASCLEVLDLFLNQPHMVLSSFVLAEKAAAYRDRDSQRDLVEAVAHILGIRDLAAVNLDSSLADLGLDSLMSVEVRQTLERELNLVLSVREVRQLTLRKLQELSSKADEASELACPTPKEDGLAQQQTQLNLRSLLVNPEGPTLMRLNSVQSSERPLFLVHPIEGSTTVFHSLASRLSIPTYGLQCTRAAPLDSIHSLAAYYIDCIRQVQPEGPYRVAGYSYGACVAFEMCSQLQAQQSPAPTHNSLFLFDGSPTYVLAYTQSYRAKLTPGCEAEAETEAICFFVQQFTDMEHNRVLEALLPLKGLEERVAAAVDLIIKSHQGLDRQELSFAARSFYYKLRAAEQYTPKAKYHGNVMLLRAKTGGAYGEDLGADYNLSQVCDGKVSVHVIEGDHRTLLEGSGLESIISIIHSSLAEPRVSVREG
# Rpn11 block – Rpn11 (human) deubiquitinase inhibition; O00487; human 26S proteasome, Ub4-pepOG fluorescence polarization; 20S core pre-blocked with epoxomicin; calls only at 20 µM; 360,000 compounds, 0.59% hits; AID 588493;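 active means inhibition at 20 µM, scaled to each plate's controls, above about 33%, limit read from the data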
# CSN deneddyl inh – inhibitors of human CSN-mediated cullin deneddylation. Q92905. Purified CSN, SCF-Nedd8-OG deneddylation, fluorescence polarization. inhibition, % at 12.5 µM. 360,000 compounds, 0.38% hits;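 active means pattern-corrected inhibition above about 35%, with an unprinted fluorescence ratio check between 0.5 and 1.5, limit read from the data, passing the limit was not always enough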;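 further: 0% = enzyme with substrate and 100% = substrate without enzyme; some results filed as inactive read as strong as hits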
#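 Test system: Human Csn5 produced in HEK293T cells | Compound: 12.5 µM single point | Times: 90 min, room temperature | Signal: Fluorescence polarization readout | Read-out basis: % inhibition of substrate cleavage by Csn5 | Controls: no-enzyme wells high, enzyme-with-substrate wells low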
# eLon inh – E. coli protease La inhibition. P0A9M0. purified E. coli Lon protease, fluorescence polarization. inhibition, % at 7.94 µM. 360,000 compounds, 0.42% hits; in the data active means inhibition above about 13%, passing the limit was not always enough;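 further: 0% = enzyme with probe and DMSO and 100% = no enzyme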
# The depositor's hits bear a star; i = inactive; . = not tested or not shown.
entry	SMILES	MT1-MMP act inh	Rin1-Abl PPI inh	MsrA inhibitor	PABP1 MLLE inh	bovine MsrA act	FAS-TE inh	Rpn11 block	CSN deneddyl inh	eLon inh
1	O=C(Nc1ccc(Br)cc1)c1ccccc1CC[N+](=O)[O-]	5	0	0.2	5	-1	21	i	-1	5
2	O=C(Nc1nc2ccc(Cl)cc2s1)c1ccc(Br)o1	3	-1	1.1	0	-1	2	i	7	10
3	O=C(COc1coc(CN2CCN(c3ccccc3F)CC2)cc1=O)NC1CCCC1	2	1	1.6	-6	-2	-6	i	0	-5
4	CC(NC(=O)Nc1ccc(Cl)cc1)C(c1cccs1)N1CCOCC1 (stereo not given)	-3	-1	0.7	-1	0	5	i	-2	-5
5	COc1ccccc1NC(=O)COC(=O)c1ccc(S(=O)(=O)N2CCCCCC2)cc1	3	6	1.0	-7	-12	-11	i	2	-1
6	CC(C)CCN1CC(=O)N2[C@@H](Cc3c([nH]c4ccccc34)C2(C)C)C1=O	3	4	1.6	-9	-4	0	i	0	1
7	COc1ccccc1N(C)S(=O)(=O)c1ccc(C(=O)NCC(c2ccco2)N2CCCCC2)cc1 (stereo not given)	2	1	-1.4	-5	-1	5	i	2	-5
8	COc1cccc2sc(NN)nc12	3	-1	0.8	26	-4	2	i	0	-11
9	O=C(c1ccccc1F)N1CCN(Cc2cccc(Cl)c2)CC1	-6	0	0.1	-8	0	2	i	0	-7
10	CC1Cc2ccccc2N1C(=O)CCn1cccn1 (stereo not given)	3	1	-0.9	2	-1	-7	i	1	4
11	COc1ccc(C(=O)N(C)C2(C)CCS(=O)(=O)C2)cc1OC (stereo not given)	8	1	1.0	13	-4	-8	i	-1	0
12	Cc1oc(-c2ccc(Cl)cc2)nc1CS(=O)CC(=O)NCc1cccs1 (stereo not given)	7	-1	0.8	-8	1	-3	i	2	1
13	O=C(Nc1c(F)cc(F)cc1Br)c1cc(-c2ccccc2)on1	-1	2	-0.7	1	-4	4	i	-6	-19
14	C(=C\c1nc(-c2ccncc2)no1)/c1ccccc1	0	1	1.3	1	0	4	i	-2	7
15	O=C1ON=C(c2ccccc2)/C1=C/c1ccc(O)cc1	-6	-2	2.0	9	-3	-2	i	1	-16
16	CC(C)CN1CCNC(=O)C1CC(=O)NCc1cnn(-c2cccc(F)c2)c1 (stereo not given)	-1	3	0.3	12	-8	-9	i	-3	8
17	NS(=O)(=O)c1ccc(CCNC(=O)COC(=O)c2cc([N+](=O)[O-])ccc2N2CCOCC2)cc1	2	-6	1.6	-5	-1	14	i	-1	-14
18	C=CCN(CC=C)S(=O)(=O)c1ccc(F)cc1	3	-1	-0.1	6	-3	-3	i	-7	6
19	C/C(=N\NC(=O)COc1ccccc1-c1ccccc1)c1cccnc1	0	-1	-0.7	-2	-2	0	i	-2	-6
20	CCCc1nnc(NC(=O)CCS(=O)(=O)c2ccccc2)s1	0	3	0.4	14	-7	-4	i	2	-5
21	COc1cccc(CN(C)C(=O)CNC(=O)c2cccs2)c1OC	3	3	-0.3	1	-2	-6	i	0	0
22	CC(C)c1ccc(NC(=O)CN2CCN(C(=O)C3CCCO3)CC2)cc1 (stereo not given)	0	0	-1.5	-2	-9	1	i	-1	0
23	Oc1ccc2ccccc2c1CNc1ccccc1	5	3	-1.1	-1	-5	-2	i	0	-9
24	O=C(COc1ccccc1)Nc1cccc(-c2ccc(N3CCOCC3)nn2)c1	4	1	-0.7	7	-5	-1	i	4	0
25	O=[N+]([O-])c1ccccc1/C=N/OCc1ccccc1	-2	0	-0.1	9	-2	15	i	4	-8
26	O=C(CN1CCN(c2ccccc2)CC1)NC(=O)NCc1ccccc1	0	1	0.1	14	0	-1	i	1	12
27	COC(=O)c1ccc(C2C(C#N)=C(N)Oc3cc(C)n(C)c(=O)c32)cc1 (stereo not given)	3	-1	0.9	-23	-3	0	i	-5	-5
28	CCc1ccccc1N1CC(C(=O)N2Cc3ccccc3CC2C(N)=O)CC1=O (stereo not given)	2	-2	-0.6	-5	-2	-7	i	1	-2
29	CCOC(=O)C1CCCCN1C(=O)c1oc2c(Cl)cc(C)cc2c1C (stereo not given)	1	-1	-0.5	14	0	6	i	-5	8
30	COc1ccc(-c2cc(C(=O)Nc3ccccc3)on2)cc1	3	-7	-1.5	-5	-2	-2	i	-1	6

# Next section; it opens with the two that closed the last part.
entry	SMILES	MT1-MMP act inh	Rin1-Abl PPI inh	MsrA inhibitor	PABP1 MLLE inh	bovine MsrA act	FAS-TE inh	Rpn11 block	CSN deneddyl inh	eLon inh
29	CCOC(=O)C1CCCCN1C(=O)c1oc2c(Cl)cc(C)cc2c1C (stereo not given)	1	-1	-0.5	14	0	6	i	-5	8
30	COc1ccc(-c2cc(C(=O)Nc3ccccc3)on2)cc1	3	-7	-1.5	-5	-2	-2	i	-1	6
31	Clc1cc(Sc2ccc(Br)cc2)nnc1-c1ccccc1	0	2	-1.1	5	-4	26	i	-2	0
32	Cc1cc2nc(-c3ccccc3O)[nH]c2cc1C	1	-3	-0.7	1	-1	-15	i	-1	4
33	O=C(CN1C(=O)NC(Cc2c[nH]c3ccccc23)C1=O)Nc1ccccc1Br (stereo not given)	5	6	-0.4	-1	-8	-2	i	-2	-2
34	O=C(NC(Cc1ccccc1)c1ccc2c(c1)OCCCO2)c1ccc(F)cc1 (stereo not given)	-5	1	0.1	7	0	20	i	0	3
35	CC(C)(C)NC(=S)NCCc1ccccc1	2	2	-0.6	-4	-3	-6	i	-6	3
36	CCOC(=O)/C=c1\s/c(=C(\C#N)C(=O)NC)n(-c2ccccc2)c1=O	-3	4	0.0	5	-13	-5	i	1	-4
37	CCCN(C(=O)c1ccc(S(=O)(=O)N2CCCC2)cc1)C1CCS(=O)(=O)C1 (stereo not given)	-1	3	0.8	-11	-8	-4	i	4	9
38	O=C(CSc1nnc(-c2ccco2)n1Cc1ccccc1)c1ccc(F)cc1	-5	1	-0.1	-49	-3	11	i	4	-1
39	CCOc1cc(-c2c(C#N)c(N)nc3c2CCc2ccccc2-3)ccc1O	-14	-2	0.5	1	-1	27	i	-4	0
40	COc1ccc(OCc2nnc(SCC(=O)N3c4ccccc4Sc4ccc(Cl)cc43)o2)cc1	24	-4	-0.3	1	-2	27	i	-1	-14
41	COc1cccc(CC(NC(C)=O)C(=O)NC2CCN(S(=O)(=O)c3ccc4ccccc4c3)CC2)c1 (stereo not given)	2	3	-1.6	-2	-8	-2	i	4	5
42	CC(C)[C@H](COC=O)NC(=O)[C@H]1O[C@@H](n2ccc(N)nc2=O)[C@H](O)[C@@H]1O	1	2	-0.9	1	-6	-4	i	3	-7
43	CCOC(=O)c1c(O)cc(C)[nH]c1=O	8	0	1.1	10	-4	-10	i	-6	-3
44	CC(=O)c1cc(CC=C(C)C)c(O)c(CC=C(C)C)c1O	1	0	1.4	2	-3	8	i	-3	-2
45	CC(C)c1ccc(/C=C/C(=O)NCc2ccc(S(N)(=O)=O)cc2)cc1	2	-2	1.3	-12	-4	4	i	-5	7
46	CCOC(=O)c1c(C)oc2ccc(O)c(CN3CCCCC3)c12	5	1	0.0	0	-3	-13	i	-2	0
47	CCC(C)NC(=O)CSc1nc2scc(-c3ccccc3)c2c(=O)[nH]1 (stereo not given)	4	-1	0.6	-13	-3	-7	i	-2	17
48	Cc1ccccc1C(=O)N1CCC[C@H]1C(=O)N1CCC[C@H]1C(=O)NCc1ccccn1	2	.	0.2	.	-8	-5	.	2	-6
49	CCCCCCc1cc2cc(C(=O)NCc3ccccc3)c(=N)oc2cc1O	-58	1	0.5	-17	-4	-25	.	54*	-52
50	CC1(c2ccc(OC(F)F)cc2)NC(=O)N(CC(=O)Nc2ccc(S(N)(=O)=O)cc2)C1=O (stereo not given)	-3	-1	0.8	13	-4	-2	i	-1	3
51	CC1CCN(S(=O)(=O)c2ccc3c(c2)NC(=O)CS3)CC1	0	-3	0.4	3	-2	0	i	-1	-1
52	O=C1NC[C@H](c2ccccc2)N(CCc2cccc3ccccc23)C1=O	0	0	-0.6	11	-2	-2	i	6	-17
53	CCOC(=O)N1CCC(N2CCN(CCC(C)C)C(CCO)C2)CC1 (stereo not given)	-2	2	3.0	-17	-4	-3	i	1	-6
54	Cc1nc2ccc(NS(=O)(=O)c3ccc(F)c(C)c3)cc2[nH]1	-1	-1	1.0	6	-1	-7	i	-1	-6
55	C/C(=N\NC(=O)OC(C)(C)C)c1cccc([N+](=O)[O-])c1	-1	-2	-0.1	-4	-3	3	i	-3	-2
56	COc1ccc(C(C)=O)cc1COc1nc(C)nc2ccccc12	2	-1	-0.9	-12	-3	-2	i	-1	7
57	CC(CO)NCC12CC3CC(CC(C3)C1)C2 (stereo not given)	-1	-1	-1.3	8	-2	-8	i	0	1
58	S=C(NCCc1c[nH]c2ccccc12)NC1CC1	-3	0	0.6	-30	0	-3	i	-6	-2
59	O=C(Nc1nnc(S(=O)(=O)N2CCCCC2)s1)c1cccc(Br)c1	11	0	.	-17	-3	5	i	-3	-3
60	COc1cc(NC(=O)c2cc3c(=O)n(C)c4ccccc4c3n2C)cc(OC)c1OC	2	-3	0.0	3	-2	-8	i	1	-2
61	CCS(=O)(=O)N1CCC(C(=O)NCCC2=CCCCC2)CC1	5	1	-1.1	-12	-2	-6	i	1	2
62	CCOc1ccc2nc(CN3CCN(Cc4ccsc4)C(CCO)C3)ccc2c1 (stereo not given)	7	1	0.0	-1	-11	-4	i	6	11
63	COC(=O)c1cnc(Oc2ccc(NC(=O)NC(=O)c3ccccc3Cl)cc2)cc1C(F)(F)F	1	3	1.5	10	0	-1	i	-2	-4
64	Cc1cccc(OCCn2ccnc2)c1C	6	3	2.3	-4	-13	-2	i	3	2
65	Cc1cccc(NC(=S)NC(=O)CCc2ccccc2)c1C	5	1	0.6	35	-2	28	i	0	7
66	CCN(CC(=O)Nc1ccc(NC(C)=O)cc1)C(=O)c1c(C)nn(Cc2ccc(C)cc2)c1Cl	3	2	0.0	-5	-4	-6	i	-2	15
67	CC1(C(=O)NS(=O)(=O)c2cccc(C#N)c2)CCN1C(=O)CC1CC1 (stereo not given)	1	-2	0.1	-20	-1	-8	i	-6	-8
68	COc1ccc(Br)cc1/C=N/NC(=O)c1cccnc1	-2	-7	1.5	-7	-1	-5	i	0	-14
69	Cc1c(C(=O)Nc2ccc(Cl)cn2)oc2ccccc12	2	-2	0.7	-6	-4	-8	i	3	4
70	Cc1ccc(S(=O)(=O)N2CCN(C(=O)CSc3ccccn3)CC2)c(C)c1	-4	8.2*	-1.5	23	-3	1	i	-1	2
71	COc1ccc(C(C(=O)NC2CCCC2)N(C(=O)c2csnn2)C2CC2)cc1 (stereo not given)	-2	3	-1.2	19	-3	-5	i	1	-8
72	Cc1ccc(C(OCC(O)CN2CCCCC2)c2ccccc2)cc1 (stereo not given)	4	1	0.4	5	-1	-6	i	-1	9
73	CC(=O)c1c(O)c(C)c(O)c2c1OC1=Cc3c(c(C)nn3C)C(=O)C12C (stereo not given)	-1	-4	-0.2	10	-3	8	i	1	-6

# Some of the entries so far, with one line to a screen.
7) COc1ccccc1N(C)S(=O)(=O)c1ccc(C(=O)NCC(c2ccco2)N2CCCCC2)cc1 (stereo not given)
36) CCOC(=O)/C=c1\s/c(=C(\C#N)C(=O)NC)n(-c2ccccc2)c1=O
Assay by compound	7	36
MT1-MMP act inh	2	-3
Rin1-Abl PPI inh	1	4
MsrA inhibitor	-1.4	0.0
PABP1 MLLE inh	-5	5
bovine MsrA act	-1	-13
FAS-TE inh	5	-5
Rpn11 block	i	i
CSN deneddyl inh	2	1
eLon inh	-5	-4
